Screening data deposited in PubChem BioAssay by Broad Institute.
BioA inh – M. tuberculosis BioA enzyme inhibitors, primary screen, biochemical, plate reader, single point, HTS. 7,8-diaminopelargonic acid synthase BioA (Mycobacterium tuberculosis). purified M. tuberculosis BioA enzyme. inhibition, % at 9.99 µM. actives 0.096% (n = 360,000). AID 602481, 2012; in the data active = inhibition above about 40%
Numbers without * were called inactive. Not all compounds are listed, so the mix of outcomes need not match the whole.

Sample of the layout:
For C[C@H](CO)N1C[C@H](C)[C@@H](CN(C)CC2CCCCC2)OCCCC[C@H](C)Oc2ccc(NC(=O)Nc3cccc4ccccc34)cc2C1=O the results were BioA inh -4.0.
Screening COc1ccc(C#Cc2ccc3c(c2)O[C@H](CN(C)C)[C@@H](C)CN([C@H](C)CO)S3(=O)=O)cc1 returned BioA inh 0.0.
Screening COCC(=O)Nc1ccc2c(c1)C(=O)N(C)C[C@H](OC)[C@H](C)CN(C(=O)c1ccccc1F)[C@H](C)CO2 returned BioA inh -1.0.

The list itself, from the first entry:
For C[C@H](CO)N1C[C@H](C)[C@@H](CN(C)CC2CCCCC2)OCCCC[C@H](C)Oc2ccc(NC(=O)Nc3cccc4ccccc34)cc2C1=O the results were BioA inh -4.0.
Screening COc1ccc(C#Cc2ccc3c(c2)O[C@H](CN(C)C)[C@@H](C)CN([C@H](C)CO)S3(=O)=O)cc1 returned BioA inh 0.0.
Screening COCC(=O)Nc1ccc2c(c1)C(=O)N(C)C[C@H](OC)[C@H](C)CN(C(=O)c1ccccc1F)[C@H](C)CO2 returned BioA inh -1.0.
N#C[C@@H]1[C@H](c2ccccc2)[C@H](CO)N1C(=O)CCN1CCCCC1 was read as BioA inh 3.4.
O=C(C[C@@H]1CC[C@@H]2[C@H](COC[C@H](O)CN2Cc2nccs2)O1)NCc1ccccc1Cl was read as BioA inh -1.9.
Cc1ccccc1-c1cnc2c(c1)C(=O)N([C@@H](C)CO)C[C@H](C)[C@@H](CN(C)Cc1cncnc1)O2 was read as BioA inh -6.7.
C[C@@H]1CCCCO[C@@H](CN(C)C(=O)Nc2ccc(F)cc2)[C@@H](C)CN([C@@H](C)CO)C(=O)c2cc(NC(=O)CCC(F)(F)F)ccc2O1 was read as BioA inh -0.5.
Screening COc1ccc(-c2cn(C[C@@H](Cc3ccccc3)NC(=O)Nc3ccccc3)nn2)cc1OC returned BioA inh 1.1.
Screening CC(C)[C@@H](C)NC(=O)N(C)C[C@H]1OCc2ccccc2-c2c(n(C)c3ccccc23)C(=O)N([C@H](C)CO)C[C@@H]1C returned BioA inh 0.0.
For O=C(C[C@@H]1C[C@H]2c3cc(NS(=O)(=O)c4ccc(F)cc4)ccc3O[C@H]2[C@@H](CO)O1)NCc1cccc(F)c1 the results were BioA inh 1.2.
For CO[C@H]1CN(C)C(=O)c2cc(NS(=O)(=O)c3cn(C)cn3)ccc2OC[C@@H](C)N(CC2CC2)C[C@H]1C the results were BioA inh -0.6.
`CO[C@H](CN(C)Cc1cc(F)ccc1F)[C@@H](C)CN([C@H](C)CO)S(=O)(=O)c1ccc(F)cc1` gave BioA inh -0.3.
For C[C@H](CO)N1C[C@H](C)[C@H](CN(C)Cc2ccc(-c3ccccc3)cc2)Oc2ccc(NS(=O)(=O)c3ccc(F)cc3)cc2C1=O the results were BioA inh 1.4.
C[C@H]1CN([C@@H](C)CO)C(=O)c2cccc(NC(=O)NC3CCCCC3)c2O[C@@H]1CN(C)C(=O)Nc1ccc(F)cc1 was read as BioA inh 7.6.
`C[C@H](CO)N1C[C@H](C)[C@H](CN(C)C(=O)C2CCCCC2)Oc2cc(C#CC3CC3)ccc2S1(=O)=O` gave BioA inh 1.0.
Screening Cc1ccc(-c2ccc([C@@H]3[C@H]4CN(S(=O)(=O)c5cccc(C)c5)CCCCN4[C@H]3CO)cc2)cc1 returned BioA inh -4.3.
For C[C@H](CO)N1C[C@H](C)[C@@H](CN(C)C(=O)c2ccccc2)OCc2ccccc2-c2ccccc2C1=O the results were BioA inh -1.3.
CO[C@H]1CN(C)C(=O)c2cc(NS(=O)(=O)c3ccccc3)ccc2OC[C@@H](C)N(C(=O)NC(C)C)C[C@H]1C was read as BioA inh -2.0.
For C[C@H]1CN([C@@H](C)CO)C(=O)c2cccc(NC(=O)Nc3ccccc3)c2O[C@H]1CN(C)S(=O)(=O)c1ccccc1 the results were BioA inh 0.6.
`C[C@@H]1CCCCO[C@@H](CN(C)C(=O)C2CCCCC2)[C@H](C)CN([C@H](C)CO)C(=O)c2cc(NS(=O)(=O)c3cccs3)ccc2O1` gave BioA inh -3.6.
Screening C[C@@H]1CN([C@H](C)CO)C(=O)c2cc(NC(=O)Cn3cnnn3)ccc2O[C@@H]1CN(C)Cc1ccc(C(=O)O)cc1 returned BioA inh -0.1.
CNC[C@@H]1Oc2ncc(C#Cc3ccc(F)cc3)cc2C(=O)N([C@H](C)CO)C[C@@H]1C was read as BioA inh -1.2.
`CC(C)NC(=O)Nc1ccc2c(c1)C(=O)N([C@H](C)CO)C[C@@H](C)[C@H](CN(C)S(=O)(=O)c1cccs1)OCCCC[C@@H](C)O2` gave BioA inh 3.7.
COc1ccc(NC(=O)Nc2cccc3c2O[C@@H](CN(C)S(=O)(=O)c2ccc(F)cc2)[C@@H](C)CN([C@@H](C)CO)C3=O)cc1 was read as BioA inh 0.9.

Entries from the list above containing nitrogen in an aromatic ring (seven):
O=C(C[C@@H]1CC[C@@H]2[C@H](COC[C@H](O)CN2Cc2nccs2)O1)NCc1ccccc1Cl was read as BioA inh -1.9.
Cc1ccccc1-c1cnc2c(c1)C(=O)N([C@@H](C)CO)C[C@H](C)[C@@H](CN(C)Cc1cncnc1)O2 was read as BioA inh -6.7.
Screening COc1ccc(-c2cn(C[C@@H](Cc3ccccc3)NC(=O)Nc3ccccc3)nn2)cc1OC returned BioA inh 1.1.
Screening CC(C)[C@@H](C)NC(=O)N(C)C[C@H]1OCc2ccccc2-c2c(n(C)c3ccccc23)C(=O)N([C@H](C)CO)C[C@@H]1C returned BioA inh 0.0.
For CO[C@H]1CN(C)C(=O)c2cc(NS(=O)(=O)c3cn(C)cn3)ccc2OC[C@@H](C)N(CC2CC2)C[C@H]1C the results were BioA inh -0.6.
Screening C[C@@H]1CN([C@H](C)CO)C(=O)c2cc(NC(=O)Cn3cnnn3)ccc2O[C@@H]1CN(C)Cc1ccc(C(=O)O)cc1 returned BioA inh -0.1.
CNC[C@@H]1Oc2ncc(C#Cc3ccc(F)cc3)cc2C(=O)N([C@H](C)CO)C[C@@H]1C was read as BioA inh -1.2.

(list continues)
For CO[C@H]1CN(C)C(=O)c2cc(NC(=O)c3cccc(F)c3)ccc2OC[C@@H](C)N(C)C[C@H]1C the results were BioA inh -0.2.
`CCC(=O)N[C@H]1CC[C@H](CCn2cc(-c3cccc(OC)c3)nn2)O[C@@H]1CO` gave BioA inh -2.7.
Screening Cc1noc(C)c1NC(=O)Nc1ccc2c(c1)C(=O)N([C@H](C)CO)C[C@H](C)[C@@H](CN(C)Cc1ccncc1)O2 returned BioA inh -4.4.
Cc1cc(C(=O)Nc2cccc3c2O[C@@H](CN(C)C(=O)Nc2ccc(C(F)(F)F)cc2)[C@H](C)CN([C@H](C)CO)C3=O)n(C)n1 was read as BioA inh 0.0.
`C[C@H](CO)N1C[C@H](C)[C@@H](CN(C)S(=O)(=O)c2ccc(Cl)cc2)Oc2c(cccc2N(C)C)C1=O` gave BioA inh 0.3.
`CN1C(=O)c2cc(NC(=O)c3ccc(C(F)(F)F)cc3)ccc2OC[C@@H]2O[C@@H](CC(=O)O)CC[C@H]21` gave BioA inh -1.6.
Cc1ccccc1S(=O)(=O)N1C[C@@H](O)COC[C@H]2O[C@H](CC(=O)NCCc3ccccc3)CC[C@@H]21 was read as BioA inh 2.1.
`CC1C=NC(S(=O)(=O)N2CC[C@@H]3[C@@H](CO)N(C)c4ccc(-c5ccccc5F)cc4[C@@H]32)=N1` (stereo partly drawn) gave BioA inh 0.3.
CCCNC(=O)C[C@@H]1CC[C@H]2[C@H](COc3ccc(NC(=O)C4CCOCC4)cc3C(=O)N2C)O1 was read as BioA inh -0.6.
For C[C@@H]1CN([C@H](C)CO)C(=O)Cc2cc(NC(=O)CCN3CCOCC3)ccc2O[C@@H]1CN(C)C(=O)Nc1ccc2c(c1)OCO2 the results were BioA inh -1.0.
Screening COc1ccc(S(=O)(=O)Nc2ccc3c(c2)C(=O)N([C@@H](C)CO)C[C@@H](C)[C@@H](CN(C)C(=O)NC(C)C)O3)cc1 returned BioA inh -1.0.
`CCCNC(=O)C[C@@H]1CC[C@H]2[C@@H](COC[C@H](O)CN2Cc2cccc(F)c2)O1` gave BioA inh 2.3.
CO[C@H]1CN(C)C(=O)c2ccc(NC(C)=O)cc2OC[C@@H](C)N(C(=O)c2ccccc2)C[C@H]1C was read as BioA inh 18.
For C[C@@H]1CN([C@@H](C)CO)C(=O)c2cc(NC(=O)C3CC3)ccc2O[C@H]1CN(C)C(=O)NC1CCCCC1 the results were BioA inh -1.1.
For COc1ccccc1CNC(=O)C[C@H]1C[C@@H]2c3cc(NC(=O)NC4CCCC4)ccc3O[C@@H]2[C@@H](CO)O1 the results were BioA inh 0.6.
For Cc1noc(C)c1NC(=O)Nc1ccc2c(c1)C(=O)N([C@H](C)CO)C[C@@H](C)[C@H](CN(C)S(C)(=O)=O)O2 the results were BioA inh 0.9.
Screening CNC[C@@H]1Oc2c(NC(=O)NC3CCCCC3)cccc2C(=O)N([C@@H](C)CO)C[C@@H]1C returned BioA inh -1.6.
Screening C[C@H]1CN([C@@H](C)CO)S(=O)(=O)c2ccc(C3=CCCCC3)cc2O[C@H]1CN(C)Cc1cccc(C(=O)O)c1 returned BioA inh -0.6.
O=C(Cc1ccncc1)NCC[C@H]1CC[C@@H](NC(=O)Nc2cccc(F)c2)[C@H](CO)O1 was read as BioA inh -2.8.
Screening C[C@@H]1CCCCO[C@H](CN(C)Cc2ccccc2)[C@@H](C)CN([C@@H](C)CO)C(=O)c2cc(NS(=O)(=O)c3ccccc3)ccc2O1 returned BioA inh 1.3.
`Cc1noc(C)c1NC(=O)Nc1ccc2c(c1)C(=O)N([C@@H](C)CO)C[C@@H](C)[C@H](CN(C)Cc1ccc(C(=O)O)cc1)OCCCC[C@@H](C)O2` gave BioA inh -2.8.
For CCCNC(=O)C[C@@H]1CC[C@H]2[C@@H](COC[C@H](O)CN2C(=O)Nc2ccc(Cl)c(Cl)c2)O1 the results were BioA inh 0.6.
Screening Cc1cccc(S(=O)(=O)N[C@H]2CC[C@H](CCNC(=O)Nc3cc(F)ccc3F)O[C@@H]2CO)c1 returned BioA inh -4.1.
`O=C(c1cccnc1)N1CCCCN2[C@H](C1)[C@@H](c1ccc(C#Cc3cccnc3)cc1)[C@@H]2CO` gave BioA inh 5.4.
Screening COc1ccccc1CNC(=O)C[C@H]1C[C@H]2c3cc(NC(=O)C4CCC4)ccc3O[C@H]2[C@@H](CO)O1 returned BioA inh 0.8.
For CCC(=O)N1[C@@H]2c3ccc(-c4cccc(F)c4)c(=O)n3C[C@@H]2[C@@H](CO)[C@@H]1C(=O)OC the results were BioA inh 1.6.
Screening CNC[C@@H]1Oc2ccc(NS(=O)(=O)c3ccc(C)cc3)cc2CC(=O)N([C@@H](C)CO)C[C@@H]1C returned BioA inh 0.2.
`C[C@@H]1CCCCO[C@H](CN(C)S(=O)(=O)c2ccc(Cl)cc2)[C@H](C)CN([C@@H](C)CO)C(=O)c2cc(NS(C)(=O)=O)ccc2O1` gave BioA inh 2.7.
COc1cc(CO)cc(I)c1O[C@H]1C=C(C(=O)NCCO)C[C@@H](N(C(=O)c2cc3ccccc3oc2=O)C2CCCCCC2)[C@@H]1O was read as BioA inh -0.8.
Cc1ccc(S(=O)(=O)Nc2ccc3c(c2)C(=O)N([C@H](C)CO)C[C@@H](C)[C@H](CN(C)C(=O)Nc2ccc(C(F)(F)F)cc2)OCCCC[C@@H](C)O3)cc1 was read as BioA inh 0.2.
CN1C(=O)c2cc(NS(=O)(=O)c3ccccc3Cl)ccc2OC[C@@H]2O[C@@H](CC(=O)O)CC[C@H]21 was read as BioA inh -0.5.
CCCNC(=O)Nc1ccc2c(c1)OC[C@H](C)N(C)C[C@H](C)[C@H](OC)CN(C)C2=O was read as BioA inh 4.5.
C[C@@H]1CN([C@@H](C)CO)C(=O)c2cc(NC(=O)Nc3cccc4ccccc34)ccc2O[C@H]1CN(C)S(=O)(=O)c1ccc(Cl)cc1 was read as BioA inh -1.0.
For COC(=O)C[C@H]1C=C[C@H](NS(=O)(=O)c2ccc(OC)cc2)[C@@H](CO)O1 the results were BioA inh 2.0.
`C[C@H](CO)N1C[C@H](C)[C@@H](CN(C)C(=O)Nc2ccc(C(F)(F)F)cc2)Oc2ccc(NS(C)(=O)=O)cc2C1=O` gave BioA inh 2.4.
Screening O=C(CN1CCOCC1)NCC[C@H]1CC[C@@H](NC(=O)Nc2ccccc2)[C@H](CO)O1 returned BioA inh -0.1.
`C[C@@H]1CN([C@@H](C)CO)C(=O)c2cccc(NS(C)(=O)=O)c2O[C@@H]1CN(C)C(=O)Nc1cccc2ccccc12` gave BioA inh -2.5.
For CO[C@H]1CN(C)C(=O)c2cc(NS(C)(=O)=O)ccc2OC[C@@H](C)N(C(=O)C2CC2)C[C@H]1C the results were BioA inh 0.3.
For CO[C@H](CN(C)C(=O)c1ccc2c(c1)OCO2)[C@H](C)CN([C@H](C)CO)S(=O)(=O)c1ccccc1 the results were BioA inh 29.
`COc1ccc(NC(=O)Nc2ccc3c(c2)C(=O)N([C@H](C)CO)C[C@@H](C)[C@H](CN(C)S(=O)(=O)c2ccc(F)cc2)OCCCC[C@H](C)O3)cc1` gave BioA inh 0.2.
For CCCNC(=O)N1[C@@H]2CN(C(=O)C3CCC3)c3ccccc3[C@@H]2[C@@H]1CO the results were BioA inh -1.7.
Screening CC(C)C#Cc1ccc([C@@H]2[C@H](CO)N3CCCCN(C(=O)Nc4ccccc4)C[C@@H]23)cc1 returned BioA inh -4.5.
Screening COc1ccc(CN2[C@H](CO)[C@H]3c4ccccc4N(C(=O)Nc4ccccc4)C[C@H]32)cc1 returned BioA inh 1.1.
For CC(C)NC(=O)N(C)C[C@@H]1OCCCC[C@@H](C)Oc2ccc(NC(=O)Cc3ccccc3)cc2C(=O)N([C@H](C)CO)C[C@@H]1C the results were BioA inh -0.9.
Screening C[C@@H]1CN([C@@H](C)CO)C(=O)Cc2cc(NC(=O)Nc3ccc4c(c3)OCO4)ccc2O[C@@H]1CN(C)C(=O)Nc1ccc(F)cc1 returned BioA inh 1.0.
For C[C@@H]1CN([C@H](C)CO)C(=O)c2cccc(NC(=O)Nc3ccc(F)cc3)c2O[C@@H]1CN(C)Cc1ccc(C(=O)O)cc1 the results were BioA inh 2.4.
Screening C[C@H](NC(=O)C[C@@H]1C=C[C@@H](NC(=O)c2cccnc2)[C@H](CO)O1)c1ccccc1 returned BioA inh 3.7.
